Assay outcomes (PubChem BioAssay)
PI4K2A inh = blocks human PI4K2A kinase activity. purified PI4K2A, ADP-Glo luminescence, 1 h; active compounds read low. activity change, negative = inhibition, % at 76.9 µM. 420,000 tested, 0.13% active. AID 1346378; in the data active means activity change below about -50%; inconclusive means mostly about -30% to -49%;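 further: -100% = wells without enzyme as full effect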
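Compounds are screened against recombinant PI4K2A using PI as substrate and ATP, the latter dispensed at 300 microM. Reactions run one hour at ambient temperature before ADP-Glo detection; full inhibition defined by wells lacking enzyme.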
HP1b chromo inh = blocks HP1-beta chromodomain binding to methylated histone tails; 390,000 tested, 0.56% active; Potency, µM (doses to about 114 µM), for inactives: at the top dose activity change, negative = inhibition, hits mostly inhibitors; AlphaScreen HP1-beta / biotin-H3K9me3 peptide binding; further: potency means the concentration at half of the fitted maximal effect; nearly all actives have a fitted effect of over 70% in size; inactives centre near 23
Target sequence (P83916 whole entry, looked up): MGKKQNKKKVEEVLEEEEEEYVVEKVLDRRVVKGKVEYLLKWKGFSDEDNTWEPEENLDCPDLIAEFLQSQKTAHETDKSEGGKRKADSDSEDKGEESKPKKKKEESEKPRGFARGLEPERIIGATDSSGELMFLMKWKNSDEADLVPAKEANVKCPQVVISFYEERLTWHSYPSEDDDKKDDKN
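AlphaScreen: HP1-beta (50 nM) preformed 30 min with biotin-H3(1-18)K9me3 peptide (50 nM) in PBS pH 7.4, 0.01% Tween-20. Compound added for 30 min at RT, then streptavidin donor/nickel chelate acceptor beads (10 ug/mL) for 30 min.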
PGK inhibitor = T. brucei PGK inhibition; P07378; PGK/GAPDH coupled, Kinase-Glo luminescence, 60 min; Potency, µM (highest dose often 57.5 µM), without a hit: top-dose activity change, negative = inhibition, most hits filed as inhibitors; 380,000 tested, 0.043% active; further: potency means the concentration at half of the fitted maximal effect; on the % scale 0 is the no-effect control and ±100 the full control effect; nearly all actives have a fitted effect of over 60% in size
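Recombinant glycosomal PGK reaction used 1,3-bisphosphoglycerate generated in-well by GAPDH (100nM final) in 100mM TEA pH 7.6, 5mM MgCl2, 0.01% Tween-20. After 60 minutes at room temperature, ATP was read by Kinase-Glo Plus luminescence end-point.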
Pin1 inh = blocks the human prolyl isomerase Pin1 | Potency, µM (top dose mostly 115 µM), without a hit: at the top dose activity, negative = inhibition, usual class: inhibitors | Pin1 FP peptide displacement, HiFluor488, 10 min | Q13526 | 390,000 tested, 0.009% active; active means well fitted inhibition curve with a large enough effect in the polarisation, with a control signal flat, not every such curve was filed as active; inconclusive means small, poorly fitted or top-dose-only effect, or effect the other way, or a change in a side signal; inactive means no such curve, though single readings can be large or run the other way; the % refers to the polarisation; further: potency means the concentration at half of the fitted maximal effect; on the % scale 0 is the no-effect control and ±100 the full control effect
Target sequence (Q13526 whole entry, looked up): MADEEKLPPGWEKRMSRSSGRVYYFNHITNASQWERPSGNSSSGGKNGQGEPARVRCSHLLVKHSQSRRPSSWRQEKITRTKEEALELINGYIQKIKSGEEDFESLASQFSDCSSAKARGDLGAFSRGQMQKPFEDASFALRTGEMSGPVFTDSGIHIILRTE
BAZ2B block = BAZ2B (human) inhibition; Q9UIF8; AlphaScreen BAZ2B-H3K14Ac peptide displacement; Potency, µM (doses to about 114 µM), for the others: at the highest dose activity change, negative = inhibition, actives largely listed as inhibitors; 360,000 tested, 4.4% active; AID 504333; further: potency means the concentration at half of the fitted maximal effect; on the % scale 0 is the no-effect control and ±100 the full control effect; nearly all actives have a fitted effect of over 60% in size
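Inhibition is scored as reduced AlphaScreen emission. The BAZ2B/b-H3(5-23)K14Ac complex (50 nM each) in PBS pH 7.4, 0.01% Tween-20 meets compound (up to 110 uM) for 30 min at RT before bead addition.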
GLS inh = inhibitors of human glutaminase (GLS); Potency, µM (top dose mostly 45.5 µM), without a hit: top-dose activity change, negative = inhibition, usual class: inhibitors; O94925; 410,000 tested, 0.21% active; GLS enzymatic activity, qHTS titration; AID 624170; further: potency means the concentration at half of the fitted maximal effect; on the % scale 0 is the no-effect control and ±100 the full control effect
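Read-out is an Amplex red fluorescence increase coupled through glutamate oxidase and HRP, measured before and after 30 min room-temperature incubation. hKGA is in 45 mM KH2PO4 (pH 8.2) with 0.02% Tween-20; glutamine added as 1mM solution.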
POLH inh = blocks human DNA polymerase eta activity; Q9Y253; recombinant Pol eta, fluorescent DNA replication assay; Potency, µM (doses to about 114 µM), for inactives: at the top dose activity change, negative = inhibition, actives largely listed as inhibitors; 390,000 tested, 1.2% active; further: potency means the concentration at half of the fitted maximal effect; on the % scale 0 is the no-effect control and ±100 the full control effect
Target sequence (Q9Y253 whole entry, looked up): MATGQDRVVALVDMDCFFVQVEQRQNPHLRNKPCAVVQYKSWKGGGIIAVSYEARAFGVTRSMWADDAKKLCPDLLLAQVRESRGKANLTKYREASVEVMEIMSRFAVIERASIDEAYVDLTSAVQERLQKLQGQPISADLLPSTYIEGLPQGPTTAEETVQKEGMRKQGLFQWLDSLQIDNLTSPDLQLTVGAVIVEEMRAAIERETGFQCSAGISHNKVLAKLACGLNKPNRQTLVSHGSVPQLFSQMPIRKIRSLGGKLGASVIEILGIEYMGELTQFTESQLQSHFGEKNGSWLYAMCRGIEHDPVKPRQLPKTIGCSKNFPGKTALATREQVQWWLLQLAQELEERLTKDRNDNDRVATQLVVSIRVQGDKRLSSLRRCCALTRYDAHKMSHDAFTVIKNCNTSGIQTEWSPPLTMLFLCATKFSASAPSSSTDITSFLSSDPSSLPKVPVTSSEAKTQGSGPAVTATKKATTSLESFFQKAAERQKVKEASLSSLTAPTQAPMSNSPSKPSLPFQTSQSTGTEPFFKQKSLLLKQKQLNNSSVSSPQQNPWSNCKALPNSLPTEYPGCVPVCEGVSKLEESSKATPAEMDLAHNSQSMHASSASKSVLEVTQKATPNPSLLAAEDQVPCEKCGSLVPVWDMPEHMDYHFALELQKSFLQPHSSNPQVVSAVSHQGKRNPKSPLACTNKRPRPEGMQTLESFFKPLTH
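Fluorescent replication assay: 50 nM final substrate added after a 15 min room-temperature compound preincubation with 10 nM enzyme. Signal taken at 0 min and again at 10 min.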
JMJD2A Tudor inh = inhibitors of human JMJD2A Tudor domain; Potency, µM (highest dose often 114 µM), for inactives: top-dose activity change, negative = inhibition, most hits filed as inhibitors; AlphaScreen JMJD2A-Tudor / H3K4me3 peptide binding; AID 504339; 390,000 tested, 4.4% active; further: potency means the concentration at half of the fitted maximal effect; on the % scale 0 is the no-effect control and ±100 the full control effect; nearly all actives have a fitted effect of over 50% in size
G9a block = G9a (human) methyltransferase inhibition; Potency, µM (series often up to 102 µM), inactives show at the highest dose activity, negative = inhibition, most hits filed as inhibitors; AID 504332; G9a H3K9 monomethylation, AlphaScreen, 2 h; 350,000 tested, 8.8% active; Q96KQ7; further: potency means the concentration at half of the fitted maximal effect; on the % scale 0 is the no-effect control and ±100 the full control effect; nearly all actives have a fitted effect of over 75% in size
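Quantitative HTS format: methyltransferase activity on a biotin-tagged H3K9 peptide is measured by AlphaScreen, using a rabbit anti-monomethyl-H3K9 antibody with streptavidin donor and anti-IgG acceptor beads. Final levels are 20 nM enzyme, 500 nM peptide, 20 uM SAM; 2 h RT.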
Starred values were filed as active, the others as inactive; i = inactive; u = inconclusive; x = no result given; [ ] = dose if it differs, or a comment. Unless noted, the call rests on the fitted dose curve; in most records, active means well fitted curve in the direction sought with a large enough effect; inconclusive means small, poorly fitted or top-dose-only effect, or another doubt; inactive means no such curve, though single readings can be large; an effect the other way counts as inactive or inconclusive.

SMILES | PI4K2A inh | HP1b chromo inh | PGK inhibitor | Pin1 inh | BAZ2B block | GLS inh | POLH inh | JMJD2A Tudor inh | G9a block
O=C(NCc1ccccc1Cl)C(=O)NCC(c1ccco1)S(=O)(=O)c1cccs1 (stereo not given) | 1.9 | 34.7% | -7.5% | 11.5% | 4.5% | -0.1% | -18.2% | -1.3% | -20.4%[59 µM]
COc1ccc(CNC(=O)c2ccccc2C(=O)O)cc1 | 0.2 | 30.0% | -2.9% | 0.0% | 7.6% | -1.6% | -12.5% | -15.9% | 6.0%[59 µM]
COc1ccc(NC(=O)c2cc(-c3ccco3)nc3ccccc23)cc1 | -1.3 | -5.6% | -15.4% | 31.6%[activator] | x | 32.0%[activator] | -13.0% | u | x
Cc1ccc(NC(=O)c2c(C)cc(C)nc2SCC(=O)Nc2ccc(Br)cc2)cc1 | 0.8 | 33.8% | 1.7% | 13.1% | 0.6% | 12.8% | 1.0% | 1.0% | -2.0%[59 µM]
COc1ccc(NC(=O)Cc2ccc(C)cc2)cc1S(=O)(=O)N1CCCCC1 | 1.4 | 31.4% | -9.3% | 8.9% | 9.7% | -4.5% | -23.1% | -12.6% | -5.0%[12.7 µM]
COc1ccc(C(=O)OCC2CC(c3ccccc3)N(C)O2)cc1 (stereo not given) | -1.2 | 36.9% | -9.5% | 3.2% | 8.5% | -3.2% | -6.3% | 0.0% | 36.6%[activator]
COc1cccc(NC(=O)/C(C#N)=C\c2cn(Cc3ccc(Cl)cc3)c3ccccc23)c1 | 4.0 | 28.1% | -8.5% | u | -11.9% | -12.1% | -11.9% | -22.9% | -3.9%[59 µM]
O=C(NCCc1ccccc1)C1COc2ccccc2C1 (stereo not given) | 1.7 | 12.2%[57 µM] | 2.7% | u | -6.3% | 0.0% | -14.2% | -10.2% | -0.1%[59 µM]
Cc1ccc(OCC(=O)NC2CC(C)(C)NC(C)(C)C2)cc1C | -2.3 | -2.9% | -0.9% | 3.6% | 3.9% | -8.8% | -3.1% | -10.6% | 7.7%[0.501 µM]
Cc1[nH]c(=O)[nH]c(=O)c1S(=O)(=O)Nc1ccc(F)cc1Cl | -1.9 | 8.4% | -5.3% | -2.1% | -0.3% | 4.1% | -13.6% | -12.2% | -5.5%
CCCCCCNCc1c(F)cccc1Cl | -5.0 | 44.1%[activator] | -2.8% | -4.8% | 7.4% | -2.0% | -22.5% | 3.0% | 2.4%[59 µM]
CCCCC(CC)CO (stereo not given) | 7.1 | 9.1% | i | -10.4% | x | 0.5% | -3.4% | -15.0% | x
Cn1cccc1C(C#N)(CC#N)c1cccc(F)c1C#N (stereo not given) | 0.3 | 29.8% | i | -11.0% | -28.5% | -1.2% | -14.0% | -18.2% | 7.2%
Nc1c(-c2nc(-c3ccc4c(c3)OCO4)cs2)c2ccccn2c1C(=O)c1ccccc1 | -1.6 | 27.5% | x | u | -6.7% | 13.7% | x | u | -5.6%[59 µM]
CCOCCc1c(O)nc(SCC(=O)NCc2ccco2)[nH]c1=O | -4.5 | 4.4% | 0.0% | -2.9% | -4.7% | 26.8% | 15.8µM* | -20.9% | 4.7%[2.33 µM]
Cn1nc(-c2ccc3c(c2)OCCO3)c2ccccc2c1=O | 1.3 | 4.9% | -4.1% | 3.3% | -12.3% | 10.9% | -1.7% | -7.6% | -3.6%
Cc1cc(=O)[nH]c(SCC(=O)Nc2nc(-c3ccccc3)c(-c3ccccc3)o2)n1 | -4.4 | 5.8%[57 µM] | -6.3% | 5.5% | u | 1.6% | -4.0% | -22.1% | -3.1%[2.33 µM]
CCN(CC(=O)Nc1ccc(OC)cc1)C(=O)c1cc2c(s1)CCCCC2 | -6.3 | 7.0% | -4.5% | 3.5% | -6.7% | 14.3% | -13.7% | -12.2% | u
COC(=O)c1ccc(NC(=O)CSc2nnnn2C2CCCCC2)cc1 | -2.3 | 56.5%[activator] | 8.3% | 4.9% | 8.9% | 3.9% | -6.1% | 7.6%[57.1 µM] | 29.9%[59 µM]
CCCc1nnc(SCC(=O)Nc2nccs2)o1 | -2.6 | 28.6% | 5.1% | 3.0% | -9.9% | 1.2% | 0.6% | 5.6% | -1.6%
Nc1nonc1C(=O)NCCNc1ccc([N+](=O)[O-])cn1 | -1.9 | 6.3% | i | -4.7% | x | -5.2% | -13.7% | -3.8% | 4.2%
O=C(c1ccc(N2CN(C(=O)c3ccco3)c3nc4ccccc4nc32)cc1)N1CCOCC1 | -0.8 | 44.7%[activator] | -5.4% | 0.4% | -21.0% | -9.0% | -7.1% | -9.9% | -31.0%
CC(C)(C)c1ccc(S(=O)(=O)NCC(=O)N2CCN(C(=O)c3ccco3)CC2)cc1 | 0.3 | 36.1% | -5.2% | -18.7% | -22.4% | 0.6% | -19.2% | -13.5% | -34.5%[59 µM]
CCN(CC(=O)Nc1ccc(NC(C)=O)cc1)C(=O)c1cccc(S(=O)(=O)N2c3ccccc3CC2C)c1 (stereo not given) | 0.9 | 32.0% | 8.1% | -5.1% | 2.3% | 0.2% | -11.6% | -11.6% | u
COc1ccc(C(=O)CSc2nnc(-c3ccco3)n2CC2CCCO2)cc1 (stereo not given) | 2.6 | 60.7%[activator] | 0.1% | 6.7% | 4.9% | 10.4% | 3.0% | -7.8% | -12.7%[59 µM]
COCCNC(=O)C(c1ccc(Cl)cc1)N(CCOC)C(=O)CCC(=O)Nc1nccs1 (stereo not given) | -2.5 | 42.6%[activator] | -4.2% | -2.9% | -9.6% | 1.8% | 1.9% | -12.0% | x
OCCNC(=S)Nc1ccc(Cl)c(Cl)c1 | 1.6 | 13.0% | -9.4% | 2.9% | 3.2% | 16.1% | -19.7% | 0.0% | 25.8%
COc1ccc2sc(C)[n+](C)c2c1 | -4.1 | 72.7%[activator] | 1.5% | 1.3% | 3.4% | 1.3% | -18.9% | -2.1% | u
CCc1ccc(-c2cc3c(=O)n(CC(=O)NCc4ccccc4F)ncn3n2)cc1 | 2.4 | 26.9% | -2.9% | -6.6% | -7.8% | 1.7% | 14.8% | -9.2% | 34.5%
CSCCCN1CC[C@@H](N2CCN(c3ccccc3F)CC2)[C@H](O)C1 | 4.4 | 48.5%[activator] | -9.6% | -8.7% | 12.6% | 26.1% | -17.3% | -6.5% | x
CCc1ccc(C(=O)COC(=O)CCc2nc3ccccc3c(=O)[nH]2)cc1 | 2.0 | 15.2% | -6.9% | 0.8% | 5.3% | 6.7% | -14.4% | -21.2% | -15.7%[59 µM]
COc1ccc(NS(=O)(=O)c2cccc(C(=O)NNC(=O)COc3ccccc3)c2)cc1 | -1.0 | 26.3% | -2.8% | 1.3% | 5.6% | 4.5% | -6.5% | -11.7% | 6.6%[0.501 µM]
CC(=O)c1cc(N2CCOCC2)ccc1[N+](=O)[O-] | 4.2 | 29.9% | 3.1% | 1.1% | u | -13.3% | 0.3% | -13.1% | -37.4%
COc1ccc(/C=C/C(=O)Nc2ccc3nc4c(c(Nc5ccc(OC)c(OC)c5)c3c2)CCCC4)cc1 | 2.1 | u | -7.4% | 6.1% | 8.91µM* | 2.1% | -12.9% | 22.4µM* | 8.91µM*
O=C(O)c1cccc(CSc2nnc(-c3cccnc3)o2)c1 | -4.5 | 36.1% | 2.0% | -1.6% | -3.8% | -1.7% | 4.9% | -15.6% | x
O=C(CSc1nc2ccccc2c(=O)n1-c1ccccc1)N1CCc2ccccc2C1 | -5.5 | 3.0% | -7.3% | 9.0% | -25.5% | -2.7% | -19.0% | -0.7% | 9.1%[59 µM]
Nc1cc(OC(=O)c2ccc(F)cc2)nn1S(=O)(=O)c1ccc(F)cc1 | 58.8 | 14.2% | 16.8% | -3.9% | 9.1% | -20.3% | -18.8% | u | -6.9%
COc1ccc(OC)c2[nH]c(=O)c(CCNC(=O)C(=O)c3c[nH]c4ccccc34)cc12 | -2.9 | 35.5% | x | u | 56.2µM* | -16.2% | -5.4% | -14.1% | 50.1µM*
CC(NC(=O)COc1ccccc1)C(=O)N1CCN(c2ccccc2)CC1 (stereo not given) | -0.3 | 45.6%[activator] | -8.1% | -2.4% | 15.2% | 25.7% | -7.1% | -9.6% | 7.0%[12.7 µM]
COc1ccc(NC(=S)NNC(=O)Cn2nc(C(F)F)cc2C(F)F)cc1 | -1.2 | 25.7% | -0.3% | 1.5% | -5.7% | 18.9% | -19.5% | -8.6% | u
CCc1ccc2nc(N(CCN(CC)CC)C(=O)c3ccco3)sc2c1 | 6.4 | 50.1%[activator] | i | -7.6% | -16.7% | 0.6% | -15.5% | -27.1% | -27.9%[59 µM]
CC(=O)NC(Cc1ccc(C(C)C)cc1)C(=O)NC1CCN(c2nc(C)cc(C)n2)CC1 (stereo not given) | -0.1 | 22.7% | 1.4% | -0.8% | 3.0% | 2.6% | -4.5% | 0.6% | 8.0%
O=C(NN1C(=O)C2C(C1=O)C1C=CC2C12CC2)c1ccc(Cl)cc1 (stereo not given) | 19.7 | 28.3% | -0.1% | 4.3% | -0.6% | 6.2% | -9.4% | -8.3% | 41.3%
Cc1noc(C)c1NC(=O)N(C)C[C@@H]1Oc2ccc(NC(=O)CCC(F)(F)F)cc2CC(=O)N([C@@H](C)CO)C[C@@H]1C | -0.8 | 25.1% | -4.0% | -21.3% | x | -0.5% | -5.3% | 1.4% | x

Not all compounds are listed; the hit share may differ from the screen's.
